From PubChem BioAssay
KinaseGlo FLuc – Counterscreen for Luciferase (Kinase-Glo TM) Inhibition. Luciferin 4-monooxygenase (Photuris pensylvanica), Q27757. Kinase-Glo luciferase, ATP luminescence, 8 min. Potency, µM (titrated, usually from 38.3 µM), without a hit: top-dose activity change, negative = inhibition, most hits filed as inhibitors. 200,000 compounds, 0.28% hits. AID 1379, 2008; note: % is set by controls: 0 for no effect and ±100 for the full control effect; nearly all actives have a fitted effect of over 60% in size
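Compounds were added to a substrate mix at pH 7.2 (50 mM imidazole, 10 uM ATP, within the enzyme's linear range), followed by Kinase-Glo detection reagent; luminescence was measured after 8 minutes at ambient temperature.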
SMN2 splice enh – qHTS Assay for Enhancers of SMN2 Splice Variant Expression; HEK293 SMN2-luciferase splicing reporter, luminescence, 30-36 h; Potency, µM (titrated, usually from 46.1 µM), for inactives: top-dose activity change, positive = activation, most hits filed as activators; 210,000 compounds, 2.8% hits; AID 1458, 2008; note: % of control where 0% means no effect; nearly all actives have a fitted effect of over 55% in size
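HEK293 cells carry an SMN2 minigene-luciferase reporter in which exon 7 inclusion puts luciferase in frame. Cells were seeded at 2000 cells/well, attached for 10-12 hours, then exposed to compounds for 30-36 hours at 37C before ONE-Glo luminescence.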
KDM4E inh – qHTS Assay for Inhibitors of Human Jumonji Domain Containing 2E (JMJD2E) | AID 2147, 2009 | JMJD2E catalytic domain, FDH-coupled NADH fluorescence (FDH is formaldehyde dehydrogenase) | 230,000 compounds, 1.6% hits | Potency, µM (titrated, usually from 57.1 µM), inactives show at the highest dose activity change, negative = inhibition, hits mostly inhibitors | Lysine-specific demethylase 4E (Homo sapiens), B2RXH2; active = well fitted inhibition curve with a large enough effect, not every such curve was filed as active; inconclusive = small, poorly fitted or top-dose-only effect, or another doubt; inactive = no such curve, though single readings can be large or run the other way;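 note: 0% = wells with enzyme and -100% = buffer wells without enzyme; nearly all actives have a fitted effect of over 50% in size; many of its hits are not listed in these tables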
RECQ1 helicase – qHTS Assay for Inhibitors of RecQ-Like Dna Helicase 1 (RECQ1); RECQ1 DNA unwinding, red fluorescence kinetic read; 240,000 compounds, 0.54% hits; Potency, µM (highest dose often 57.3 µM), for the others: top-dose activity, negative = inhibition, hits mostly inhibitors; ATP-dependent DNA helicase Q1 (Homo sapiens), P46063;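 note: plate controls were vehicle for no effect and no enzyme for full effect; nearly all actives have a fitted effect of over 30% in size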
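RECQ1T1 50 nM; forked duplex (20 bp + 30-nt ss tails) 200 nM, ATP 2 mM final; pH 8.0, 2 mM MgCl2, 2.5 ug/ml poly(dI-dC); 15 min compound preincubation; discontinuous kinetic read over 2 h at RT.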
Lamin A splicing – qHTS Assay for Modulators of Lamin A Splicing | HeLa LMNA splicing GFP/RFP minigene ratio, 48 h | Potency, µM (top dose mostly 46.1 µM), for the others: top-dose ratio change, negative = inhibition, hits mostly inhibitors | 200,000 compounds, 0.01% hits; active = well fitted inhibition curve with a large enough effect in the signal ratio, with a control signal flat, not every such curve was filed as active; inconclusive = small, poorly fitted or top-dose-only effect, or effect the other way, or a change in a side signal; the % refers to the signal ratio; note: % is set by controls: 0 for no effect and ±100 for the full control effect
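Read-out is the ratio of GFP to DsRed2 object intensity, acquired by 488 nm laser-scanning cytometry on HeLa lamin A-EGFP minigene reporter cells. Compound incubation 48 hrs at 37 °C in Opti-MEM with 2% FBS; DMSO 0.5% final.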
ALDH1A1 inh – qHTS Assay for Inhibitors of Aldehyde Dehydrogenase 1 (ALDH1A1); AID 1030, 2008; 220,000 compounds, 7.3% hits; Aldehyde dehydrogenase 1A1 (Homo sapiens), P00352; Potency, µM (highest dose often 75.3 µM), for inactives: at the highest dose activity, negative = inhibition, usual class: inhibitors; Purified ALDH1A1, NADH fluorescence, propionaldehyde substrate; active = well fitted inhibition curve with a large enough effect, not every such curve was filed as active; inconclusive = small, poorly fitted or top-dose-only effect, or another doubt; inactive = no such curve, though single readings can be large or run the other way;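 note: plate controls were no enzyme wells and a reference inhibitor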
Tau fibril ThT – qHTS for Inhibitors of Tau Fibril Formation, Thioflavin T Binding; AID 1460, 2008; recombinant tau K18 P301L (four-repeat tau fragment), heparin-induced fibrillization, ThT fluorescence; Potency, µM (series often up to 57.4 µM), inactives show at the highest dose activity, negative = inhibition, actives largely listed as inhibitors; 270,000 compounds, 2.1% hits; Microtubule-associated protein tau (Homo sapiens), P10636; note: % is set by controls: 0 for no effect and ±100 for the full control effect; nearly all actives have a fitted effect of over 55% in size
Target sequence (P10636 561-689 P618L limits assumed): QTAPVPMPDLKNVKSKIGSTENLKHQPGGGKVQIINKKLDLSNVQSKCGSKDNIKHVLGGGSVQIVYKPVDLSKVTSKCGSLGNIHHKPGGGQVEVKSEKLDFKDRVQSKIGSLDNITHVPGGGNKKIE
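In this qHTS, human K18 P301L tau is incubated with compound and heparin for 6 hr at 37 C, and Thioflavin T fluorescence then reports fibril load.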
L3MBTL1 block – qHTS Assay for the Inhibitors of L3MBTL1 | Lethal(3)malignant brain tumor-like protein 1 (Homo sapiens), Q9Y468 | AlphaScreen L3MBTL1–H3K9me1 peptide binding | Potency, µM (series often up to 57.1 µM), for inactives: top-dose activity, negative = inhibition, usual class: inhibitors | 230,000 compounds, 0.66% hits | AID 485360, 2010; note: % is set by controls: 0 for no effect and ±100 for the full control effect; nearly all actives have a fitted effect of over 60% in size
Target sequence (Q9Y468 whole entry, looked up): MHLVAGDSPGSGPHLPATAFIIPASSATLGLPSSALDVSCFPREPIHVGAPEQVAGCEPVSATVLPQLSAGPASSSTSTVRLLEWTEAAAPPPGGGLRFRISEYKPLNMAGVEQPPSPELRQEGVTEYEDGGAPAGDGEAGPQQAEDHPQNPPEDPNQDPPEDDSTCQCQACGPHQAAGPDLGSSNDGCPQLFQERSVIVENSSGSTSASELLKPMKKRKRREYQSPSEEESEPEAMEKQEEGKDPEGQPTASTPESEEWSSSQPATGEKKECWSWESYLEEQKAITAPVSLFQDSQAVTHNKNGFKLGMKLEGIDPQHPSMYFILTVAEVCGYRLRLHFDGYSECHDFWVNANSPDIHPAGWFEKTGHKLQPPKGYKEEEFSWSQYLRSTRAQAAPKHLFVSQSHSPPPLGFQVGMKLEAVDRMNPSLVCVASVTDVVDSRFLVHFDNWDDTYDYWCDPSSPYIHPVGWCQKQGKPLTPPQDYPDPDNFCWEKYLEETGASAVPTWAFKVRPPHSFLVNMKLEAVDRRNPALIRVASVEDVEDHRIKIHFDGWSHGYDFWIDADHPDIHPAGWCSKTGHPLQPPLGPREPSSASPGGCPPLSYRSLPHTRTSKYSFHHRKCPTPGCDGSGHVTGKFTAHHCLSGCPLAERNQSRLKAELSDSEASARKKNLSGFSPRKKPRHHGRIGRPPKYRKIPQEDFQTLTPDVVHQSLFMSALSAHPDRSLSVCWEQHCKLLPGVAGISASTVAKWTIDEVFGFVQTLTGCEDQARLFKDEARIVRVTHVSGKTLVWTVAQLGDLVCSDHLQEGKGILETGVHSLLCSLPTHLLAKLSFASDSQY
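L3MBTL1 50 nM + b-AHA-H3(1-15)K9me1 75 nM, 30 min RT; compound added, 30 min RT; streptavidin donor/Ni-chelate acceptor beads 10 ug/mL each final, 30 min RT dark; AlphaScreen read.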
* = called active by the depositor; i = inactive; ? = inconclusive; · = no result given; & = joins results of further samples; [ ] = another dose, or the depositor's remark. Unless noted, calls come from the whole dose curve; as a rule, active = well fitted curve in the direction sought with a large enough effect; inconclusive = small, poorly fitted or top-dose-only effect, or another doubt; inactive = no such curve, though single readings can be large; an effect the other way counts as inactive or inconclusive. Potency is the fitted concentration of half-maximal effect.

SMILES	KinaseGlo FLuc	SMN2 splice enh	KDM4E inh	RECQ1 helicase	Lamin A splicing	ALDH1A1 inh	Tau fibril ThT	L3MBTL1 block
Cc1ccc(NC(=O)CN2CCN(CCN=CC3=C(O)CC(c4ccc(C)cc4)CC3=O)CC2)cc1 (configuration not stated)	2.2%	-12.4%	10.8%	-7.0%	-1.9%[46 µM]	4.2%	-5.1%	-0.8%
Cc1sc(-c2ccccn2)nc1OC(=O)c1cccc(Cl)c1Cl	5.9%	5.2%	-6.7%	-3.5%	-14.4%	-5.1%	?	27.1%
O=C(NCc1ccco1)c1cc2nc(C3CC3)cc(C(F)(F)F)n2n1	5.9%	3.1%	-4.8%	9.3%	?	?	-13.2%	-3.4%
O=C(NCCN1CCCCC1)c1ccc2c(c1)OCCO2	-0.7%	20.8%	-3.6%	-2.5%	0.0%	-9.6%	13.8%	-1.9%
COc1ccc2c(c1)OC/C(=C/c1ccc(OC)c(OC)c1)C2=O	-10.0%	-103.0%[inhibitor]	-24.4%	-11.2%	?	?	11.2µM*	·
N#Cc1ccc(CSc2nnc3[nH]c(=O)cc(N)n23)cc1	3.4%	9.0%	?	-6.1%	·	?	-3.9%	-7.4%
Cc1nnc(NC(=O)CSc2nc(C(C)C)nc3sc(C)c(C)c23)s1	-0.5%	-9.6%	4.1%	-8.1%	-2.2%	?	-4.1%	5.6%
CN(C)S(=O)(=O)c1ccc(C(=O)NCCOc2ccc(F)cc2)cc1	-5.4%	20.4%	3.6%	-8.8%	-7.6%	?	-11.7%	·
Cc1nc(C(=O)NNC(=O)Nc2ccc(Cl)cc2)cs1	·	·	-3.3%	i	·	·	1.9%	-2.3%
NC(=O)c1ccc(N2CCN(c3ccccc3O)CC2)c([N+](=O)[O-])c1	-4.1%	-26.8%	-12.0%	-0.8%	?	9.5%	?	-20.8%
Cc1nnc(SCc2ccccc2)nc1/C=C/NOCc1ccc(Cl)cc1Cl	-1.4%	-10.4%	-4.5%	-18.5%	17.2%	?	-10.9%	·
COc1cccc(/C=C2\C(=O)C(=O)c3ccccc32)c1	-0.4%	16.4%	-7.5%	-18.2%	6.7%	?	12.6µM*	·
COC(=O)CNC(c1ccccc1)c1cc(Cl)ccc1NC(=O)c1cccc(Cl)c1 (configuration not stated)	-1.8%	-36.8%[inhibitor]	-20.2%	?	?	-5.6%	5.9%	12.4%
COC(=O)C1CCN(CC(=O)Nc2cc(Cl)ccc2OC)CC1	·	·	2.2%	i	·	9.5%	-7.2%	·
CC1(C)CC(=O)c2c(oc3cc4c(cc23)OCO4)C1	-6.2%	-33.4%	17.1%	1.4%	·	7.94µM*	-6.8%	·

Whole records from above:
O=C(NCc1ccco1)c1cc2nc(C3CC3)cc(C(F)(F)F)n2n1 is listed with KinaseGlo FLuc = 5.9%; SMN2 splice enh = 3.1%; KDM4E inh = -4.8%; RECQ1 helicase = 9.3%; Lamin A splicing = ?; ALDH1A1 inh = ?; Tau fibril ThT = -13.2%; L3MBTL1 block = -3.4%
O=C(NCCN1CCCCC1)c1ccc2c(c1)OCCO2 is listed with KinaseGlo FLuc = -0.7%; SMN2 splice enh = 20.8%; KDM4E inh = -3.6%; RECQ1 helicase = -2.5%; Lamin A splicing = 0.0%; ALDH1A1 inh = -9.6%; Tau fibril ThT = 13.8%; L3MBTL1 block = -1.9%

(more compounds)
SMILES	KinaseGlo FLuc	SMN2 splice enh	KDM4E inh	RECQ1 helicase	Lamin A splicing	ALDH1A1 inh	Tau fibril ThT	L3MBTL1 block
CCc1nnc(NC(=O)Nc2ccccc2OC)s1	-4.8%	?	7.7%	i	-0.7%	-0.5%	-2.3%	·
c1ccc(-c2csc(Nc3ncccn3)n2)cc1	-17.3%	2.51µM*	14.8%	-5.2%	-6.7%	8.0%	?	1.0%
CCOC(=O)Cn1nc(C)n(-c2ccc(C(C)(C)C)cc2)c1=O	-1.2%	-12.9%	-1.2%	-11.0%	-0.2%	3.8%	-7.3%	-3.5%
Cc1[nH]nc2ncc(C(=O)c3cc(Cl)cc(Cl)c3O)cc12	-4.3%	-17.3%	-6.5%	i	-6.6%	10.5%	?	·
CCCCN(C)CCn1c(=S)[nH]c2ncccc2c1=O	-4.9%	-2.4%	-15.7%	0.7%	6.2%	-7.9%	-8.6%	·
Cc1ccc(C(=O)CSc2nnc(Cn3nnc4ccccc43)n2C)cc1	-4.0%	6.2%	-2.3%	0.6%	-0.6%	?	-13.1%	·
CCNC(=S)N1CCN(C(=O)C(Cc2ccccc2)NC(C)=O)CC1 (configuration not stated)	-0.6%	-44.3%[inhibitor]	6.7%	4.7%	·	?	1.9%	·
Cc1nnc2sc(SCc3ccccc3)nn2c1=O	-0.3%	7.3%	2.5%	-0.3%	-13.4%	-4.2%	-9.3%	-15.3%
O=C(Cc1ccccc1)Nc1nc(-c2cccs2)cs1	0.9%	-6.7%	4.1%	-8.5%	?	-1.5%	1.0%	8.7%
CCN=C1SC(C(=O)NCCc2ccccc2)CC(=O)N1CC (configuration not stated)	-5.4%	-0.8%	6.9%	3.1%	-0.6%	?	-12.1%	-9.6%
O=[N+]([O-])c1ccc(-c2ccc(/C=N/c3c(-c4ccco4)nc4ccccn34)o2)c(Cl)c1	-4.7%	14.3%	?	-10.6%	-4.4%	-4.7%	2µM*	-4.1%
Cc1ccc(NC(=O)c2c([N+](=O)[O-])c(C(C)(C)C)nn2C)c(C)c1	-1.2%	-13.0%	4.2%	-0.2%	?	-4.8%	-10.9%	1.7%
CCS(=O)(=O)n1nc(-c2cccnc2)nc1NCc1ccc(F)cc1	0.4%	-13.1%	7.8%	i	?	12.6%	2.3%	·
COc1ccc(-c2[nH]ncc2CNC(C)CCn2cccn2)cc1F (configuration not stated)	1.3%	·	3.8%	i	?	5.0%	-2.1%	5.3%
COC(=O)c1ccccc1NC(=O)CSc1nc(O)cc(=O)n1C1CCCC1	·	·	8.0%	-4.7%	12.2%	1.7%	?	-7.9%
CCOc1cc(-c2noc(N)c2C#N)cc(OCC)c1OCC	0.3%	-0.7%	?	1.4%	?	-1.6%	-25.7%	-3.4%
O=C(Nc1ccc(Cl)cc1)Nc1nnc(CSCc2ccccc2)s1	-0.9%	-36.1%[inhibitor]	-0.9%	-4.0%	-4.6%	8.4%	-1.7%	11.8%
CCCCN(C)C(=S)Nc1ccc(Oc2ccccc2)cc1	·	·	-3.0%	-8.9%	-5.7%	-2.9%	?	-7.9%
COc1c2ccoc2nc2c(OC)c(OC[C@H](O)C(C)(C)O)ccc12	1.1%[17.1 µM]	-0.4%[20.6 µM]	?	1.2%[25.9 µM]	?	?	·	·
Cc1cc(NC(=O)CN2CCN(c3ccc(O)cc3)CC2)no1	0.6%	-5.6%	?	-22.7%	-1.0%	?	-14.7%	0.0%
O=C(Nc1ccc(S(=O)(=O)N2CCCCC2c2cccnc2)cc1)c1c(F)cccc1F (configuration not stated)	1.2%	-23.5%	-11.5%	-2.5%	-16.9%[46 µM]	7.0%	-8.1%	-2.9%
Cn1c(Oc2ccc(F)cc2)c(C=O)c2ccccc21	0.6%	-11.6%	6.5%	i	·	2.1%	-9.3%	40.3%[activator]
COc1ccc2cc3[n+](cc2c1OC)CCc1cc2c(cc1-3)OCO2	-1.0%[39.9 µM]	-45.8%[inhibitor]	-24.2%	26.4%	?	-10.3%	17.8µM*	-2.0%&6.8%
O=Cc1c(OCc2ccccc2)ccc2ccccc12	-2.0%	14.1µM*	-0.1%	i	·	-14.4%	?	105.7%[activator]
CCC(C(=O)NC(C)(C)C)N(C(=O)Cn1nnc(-c2ccccc2F)n1)c1cccc2c1CCCC2 (configuration not stated)	-4.4%	5.7%	3.9%	-5.0%	6.1%	-2.6%	-6.8%	-2.2%
Cc1cc2occ(CC(=O)NC3=NCCS3)c2cc1C(C)C	-1.0%	-16.2%	-5.7%	-8.5%	-4.8%	3.7%	-4.9%	0.9%
N#Cc1c(Nc2ccccc2)sc(C(=O)c2ccccc2)c1N	5.1%	13.6%	0.7%	-0.8%	-8.2%	12.6µM*	?	-3.3%
COC(=O)c1cc(Br)ccc1-c1ccc(/C=N/n2nnnc2N)o1	1.4%	13.8%	?	i	11.8%	-11.4%	-11.0%	-13.1%
CCSc1nc2sc3c(c2c(=O)[nH]1)CC(C)(CC)OC3 (configuration not stated)	-4.5%	-30.1%[inhibitor]	-17.2%	2.6%	-0.7%	-11.8%	-0.7%	-3.4%
O=C(N/N=C/c1ccc(N2CCOCC2)o1)c1cccc([N+](=O)[O-])c1	-0.6%	-2.5%	4.5%	-10.1%	-6.8%	17.8µM*	8.91µM*	-6.5%
CCOc1ccccc1N(CC)C(=O)Cn1ncc2c(=O)oc3ccccc3c21	0.0%	-1.8%	-4.0%	-0.7%	-8.4%	?	-4.4%	?
O=C(NCCCn1ccnc1)C(=O)NCC1OCCN1S(=O)(=O)c1ccc(F)cc1 (configuration not stated)	-0.1%	-4.4%	11.7%	i	5.7%	2.3%	-7.3%	?
CC1(C)CC(=NOC(=O)c2ccccc2)CC(C)(C)N1O	-2.4%	21.1%	8.3%	-1.5%	-5.8%	-3.9%	-13.6%	-0.1%
O=C(CCn1nnc2ccccc2c1=O)N[C@H](C(=O)O)c1ccccc1	·	·	-1.5%	-13.6%	-5.9%	?	-5.4%	1.2%

Only part of the results is shown; rates above refer to the full screens.
